Pf Dd2 growth = qHTS Primary assay for Inhibitors of Plasmodium falciparum Dd2 growth in vitro; AID 1347417, 2020; Potency, µM (doses to about 28.9 µM), inactives show at the top dose activity, negative = inhibition, usual class: inhibitors; 120,000 compounds, 4.3% hits; P. falciparum Dd2 growth, SYBR Green, 72 h; active means well fitted inhibition curve with a large enough effect; inconclusive means small, poorly fitted or top-dose-only effect; inactive means no such curve, though single readings can be large or run the other way;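 further: plate controls were DMSO vehicle for no effect and reference drug for full effect; nearly all actives have a fitted effect of over 65% in size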
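Infected erythrocytes (Dd2, 0.3% parasitemia, 2.5% hematocrit final) are added to compound in RPMI-1640/Albumax II medium, grown 72 h at 37C in low oxygen, then lysed with saponin/Triton-X containing SYBR Green and read by fluorescence.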
* marks the source's active call; other numbers are inactive results; i = inactive; ? = inconclusive; [ ] = another dose, or the depositor's remark. Potency means the concentration at half of the fitted maximal effect. Not all compounds are listed. The share of hits here may be higher or lower than overall.

SMILES | Pf Dd2 growth
O=C(/C=C/c1ccccc1)Nc1cc(-c2nc3cc(Cl)ccc3o2)ccc1Cl | 13.9%
COc1ccccc1CNc1ccc(-c2nc(-c3ccccc3C)no2)cc1[N+](=O)[O-] | 7.8%
Cc1ccc(-c2nc3c4ccccc4n(Cc4cccc(Cl)c4)c(=O)n3n2)cc1 | 41.2%[activator]
CN(C)c1cc(=O)c2ccnc(-c3ccc(O)c(F)c3)c2o1 | ?
Cc1cccc(C(=O)N[C@@H]2CN(c3ncccn3)C[C@H]2CO)n1 | ?
O=C(O)COCC(=O)N[C@H]1CCN2C(=O)c3cc(-c4ccc(Cl)cc4)ccc3NC(=O)[C@H]12 | -12.0%
O=C(NCCc1ccc(Cl)cc1)c1nc(-c2cc(Cl)cc(Cl)c2)c2ccccn12 | i
COc1cccc(NC(=O)Cn2cc(S(=O)(=O)Cc3ccccc3F)c3ccccc32)c1 | i
CCCCN(CCCNC(=O)CN1N=C(c2ccc(C)cc2)CCC1=O)c1ccccc1 | 10.4%
Cc1nc2scc(CC(=O)NCC(C)C)n2c(=O)c1-c1cc(C)n(-c2cccc(Cl)c2)n1 | -2.1%
O=C1NC(=NC2CCCCC2)C2(CCN(CC3CC3)CC2)N1c1cc(F)cc(F)c1 | -25.2%
CC(C)c1noc(C2CCCN(C(=O)C3(c4ccccc4)CC3)CCC(=O)NCC2)n1 (stereo not given) | ?
Cc1cccc(N2CC(c3nc4ccc(C)cc4[nH]3)CC2=O)c1 (stereo not given) | 1.2%
COc1cc(C2C(C(=O)Nc3ccc(C)cc3C)=C(C)Nc3nc(SCc4ccccc4)nn32)cc(OC)c1OC (stereo not given) | -2.4%
Cc1cc(S(=O)(=O)Nc2ccc(O)c(Sc3nc4ccccc4s3)c2)ccc1Cl | ?
O=C(Nc1ccccc1)N1CCC(c2nn(-c3ccccc3)c(=O)[nH]2)CC1 | -20.4%
CCn1cnnc1-c1nn(C)c2c1CN(C(=O)CCCc1nc3ccccc3s1)CC2 | -9.5%
COCc1ccc2c(c1)c(OC(C)(C)C(=O)Nc1cc(C)nn1C)nn2CCC(C)C | -1.2%[44.1 µM]
Oc1ccc(-c2ccc(-c3nc(CCc4ccccc4)no3)cn2)cc1 | ?
CCOc1cc(C2C(C(=O)OC)=C(C)NC3=C2C(=O)c2ccccc23)c(Br)cc1O (stereo not given) | -6.0%
Fc1ccccc1N1CCN(c2nccn3nc(-c4ccc(Br)cc4)cc23)CC1 | 12.1%
CCOC(=O)c1cc(-c2ccc(F)cc2)n(CCC(=O)NCc2ccc(C)cc2)c1C | ?
Cc1ccc(NC(=O)Nc2cccs2)c(C)c1 | -23.1%
COc1ccc(C[C@H](NC(=O)[C@@]2(O)C[C@@H](O)[C@H](O)[C@@H](NC(=O)c3ccc(F)c(Cl)c3)C2)C(N)=O)cc1 | -14.3%
O=C(COc1ccc(F)cc1)NCc1nnc2c(-c3nc(C4CC4)no3)cccn12 | -9.6%
Cc1ccc(-c2noc(-c3nnn(CC(=O)Nc4cccc(C(F)(F)F)c4)c3N)n2)cc1 | 0.2%
O=C(Cc1ccccn1)N1CCC(N2CCCCCC2=O)CC1 | -10.6%[44.1 µM]
COc1ccc(C(C)NC(=O)c2cc3n(n2)CC(c2ccc(Cl)cc2)OC3)cc1OC (stereo not given) | -11.0%
O=C(CCc1nc2ccccc2s1)N1CCCC(c2nc(C3CCOCC3)no2)C1 (stereo not given) | ?
Cc1ccccc1S(=O)(=O)N1CCCC(CCC(=O)NC2CCCCCC2)C1 (stereo not given) | -23.4%
CCCOc1ccc(OCCN2CCN(C)C3(CCNC(=O)CC3)C2)cc1 (stereo not given) | i
CC(C)C[C@@H]1N[C@H](C(=O)N2CCOCC2)Cc2c[nH]c3cccc1c23 | i
COc1ccc(CN2C(=O)CO[C@H]3CN(S(=O)(=O)c4ccccc4)C[C@H]32)cc1 | -19.2%[44.1 µM]
Cc1noc([C@@H]2CC(F)(F)CN2C(=O)c2nn(C)c3ccccc23)n1 | 6.7%
CN1C[C@@H](NC(=O)c2ccc(F)cc2)C[C@H]1c1nc(-c2ccc3c(c2)OCO3)no1 | ?
O=C1[C@H]2CC[C@H](CN(Cc3cccc(N4CCOCC4)c3)C2)N1CC1CCC1 | ?
CCCCN(C)CCNC(=O)c1ccc2c(=O)n(CCc3ccccc3)c(=O)[nH]c2c1 | i
CC(C)c1noc(CN(C)C(=O)CC2C(=O)NCCN2Cc2ccoc2)n1 (stereo not given) | -9.0%
CCc1nc2c(c(-c3ccc(O)cc3)n1)CN(Cc1cccc3ccccc13)CC2 | ?
Cc1noc(C)c1S(=O)(=O)N1CC(c2nnc(-c3ccncc3)o2)C2(CCOCC2)C1 (stereo not given) | -13.8%
CNC(=O)[C@@H]1CN(C(=O)c2cccc(OC)c2OC)C[C@H]1COC | -2.4%
Cc1cc2ccccc2n2c(SCC(=O)Nc3cccc(C(F)(F)F)c3)nnc12 | -1.7%
Cc1cnc(-c2cccnc2)n1CC1CCN(C(=O)c2ccco2)CC1 | 0.8%
O=C(Nc1cc(Cl)cc(Cl)c1)c1cc(S(=O)(=O)N2CCc3ccccc3C2)ccc1F | ?
COc1ccc(OCc2cc(C(=O)NC(C)CCO)n[nH]2)c(Cl)c1 (stereo not given) | -17.8%
O=C(NCc1nnc2n1CCCCC2)C1CC2(CCNCC2)CN1 (stereo not given) | -2.3%
CCCCC1CCCN1C(=O)c1coc(COc2cccc(F)c2F)n1 (stereo not given) | ?
O=C(NCc1nnc2n1C(C(=O)NCCc1ccc(Cl)cc1)CC2)c1ccc(Cl)cc1Cl (stereo not given) | -3.8%

Structures above that contain bromine:
SMILES | Pf Dd2 growth
CCOc1cc(C2C(C(=O)OC)=C(C)NC3=C2C(=O)c2ccccc23)c(Br)cc1O (stereo not given) | -6.0%
Fc1ccccc1N1CCN(c2nccn3nc(-c4ccc(Br)cc4)cc23)CC1 | 12.1%

More entries follow.
SMILES | Pf Dd2 growth
CN(CC1CCOC1)C(=O)c1ccc(Br)o1 (stereo not given) | i[5.79 µM]
CC1=C[C@@H](CNC(=O)Nc2ccccc2)[C@H](C(C)C)C[C@H]1Cc1nnc(-c2ccncc2)o1 | ?
COc1ccc(-c2ccc3c(c2)C(=O)N2CCN(C(=O)CC(C)(C)C)C[C@@H]2C(=O)N3)c(OC)c1 | i
Cc1nn2c(=O)cc(COC(=O)c3cccc(NC(=O)COc4ccc(C)c(C)c4)c3)nc2s1 | i
CCC1c2nccn2CCCN1C(=O)C1CCOCC1 (stereo not given) | -3.6%
CCCCN1C(=O)[C@@H]2C[C@@H](O)CN2C2(CN(Cc3cccnc3)C2)C1=O | 35.0%[44.1 µM]
CCOC(=O)c1cc(S(=O)(=O)N2CCN(c3ccc(C)cc3C)CC2)[nH]n1 | 7.5%
CCS(=O)(=O)N1C[C@@H](C(=O)NCc2ccc(C(C)C)cc2)[C@H](c2ccncc2)C1 | ?
Cc1ccc2nc(NC(=O)C3CC(=O)N(c4n[nH]c5cccc(F)c45)C3)sc2c1 (stereo not given) | -18.1%
CS(=O)(=O)Nc1ccc(C2(C(=O)NCc3cccc(Cl)c3)CCCCC2)cc1 | -13.4%
CCCN(c1ccc(C(C)C)cc1)S(=O)(=O)c1ccc2c(c1)n(C)c(=O)c(=O)n2C | i
COCCN1C(=O)[C@@H]2C[C@@H](CN2C(=O)c2ccccn2)Oc2ccccc21 | 24.4%[44.1 µM]

Seven entries from above, arranged by formula weight, high to low:
SMILES | Pf Dd2 growth
CCS(=O)(=O)N1C[C@@H](C(=O)NCc2ccc(C(C)C)cc2)[C@H](c2ccncc2)C1 | ?
Cc1ccc2nc(NC(=O)C3CC(=O)N(c4n[nH]c5cccc(F)c45)C3)sc2c1 (stereo not given) | -18.1%
CCOC(=O)c1cc(S(=O)(=O)N2CCN(c3ccc(C)cc3C)CC2)[nH]n1 | 7.5%
COCCN1C(=O)[C@@H]2C[C@@H](CN2C(=O)c2ccccn2)Oc2ccccc21 | 24.4%[44.1 µM]
CCCCN1C(=O)[C@@H]2C[C@@H](O)CN2C2(CN(Cc3cccnc3)C2)C1=O | 35.0%[44.1 µM]
CN(CC1CCOC1)C(=O)c1ccc(Br)o1 (stereo not given) | i[5.79 µM]
CCC1c2nccn2CCCN1C(=O)C1CCOCC1 (stereo not given) | -3.6%

Continued:
SMILES | Pf Dd2 growth
O=C(CC1CCCC1)NCCC1CCN(C(=O)Nc2cc(F)ccc2F)CC1 | i
CCOC(=O)c1cccc(NC(=O)c2cn(-c3cccc(OC)c3)c(=O)c3ccccc23)c1 | 13.9%
COc1ccc(CN[C@H]2C[C@H]3C(=O)NC[C@@H](CCC(=O)N4CCC(O)CC4)N3C2)cc1 | 13.7%[44.1 µM]
CC(=O)Nc1cccc(-c2n[nH]c3c2CC(=O)N(Cc2ccccc2)C3)c1 | -16.0%[44.1 µM]
COCCOC1CN(C2CCN(S(C)(=O)=O)CC2)C12CCCCC2 (stereo not given) | ?
Cc1cccc(-n2ncc(C(=O)N3CCN(C(=O)c4ccco4)CC3)c2C2CCN(C(=O)OC(C)(C)C)CC2)c1 | i
O=C(Nc1cc(F)ccc1F)N1CCC(CN2CCOCC2)CC1 | 0.9%
Cc1ccc(-c2c(CN3CCN(c4cc(Cl)ccc4C)CC3)csc2C)cc1 | -22.4%
COCCCn1c(C)cnc1C1CCN(C(=O)Nc2ccc(C)c(C)c2)C1 (stereo not given) | i
CCCn1c(C)cnc1CC1CCN(S(=O)(=O)c2cnn(CC)c2)CC1 | -15.6%
CN1CCC(N(C)CC2CCCN(CCc3ccc(F)cc3)C2)CC1 (stereo not given) | 8.91µM*
O=[S+]1([O-])NCC2(CCN(Cc3ccccn3)CC2)Nc2ccccc21 | -20.1%
CCN(CC)S(=O)(=O)c1ccc2nc(NC(=O)c3cncc(Br)c3)sc2c1 | 19.8%[0.594 µM]
Cn1c(CCC(=O)NC2CCOCC2)nc2cc(S(=O)(=O)N3CCCC3)ccc21 | i
O=C1OC[C@@H]2CCN(Cc3ccccc3Cl)Cc3ccc(F)cc3N12 | i
Cc1cccc(C(=O)N[C@@H](Cc2ccccc2)C(=O)N2CCCOCCNC(=O)CC2)c1 | -16.1%
COc1cc(CNCc2nnn3c2CN(Cc2ccccc2C#N)C(=O)CC3)cc(OC)c1 | ?
CSc1ccc(CCNC(=O)c2ccc(-c3nc(COc4ccccc4)c(C)o3)cc2)cc1 | i
CCC(=O)N1CCN(c2nc3c(s2)CC(C(=O)N2CCC(C)CC2)CC3)CC1 (stereo not given) | i
Cc1cc2ncc(C(=O)NC3CC3)cn2n1 | 10.5%[44.1 µM]
O=c1[nH]c(N2CCOCC2)nc2c1CCN(S(=O)(=O)c1ccccc1F)CC2 | i[5.79 µM]
COCCNC(=O)[C@@]12CCCC[C@H]1N(CCC(C)C)C(=O)CC2 | 15.9%
O=C(NC1CCOCC1)c1ccc(OC2CCN(Cc3ccccn3)CC2)cc1 | -1.7%
CCN1C(=O)C2CC3(CCN(C(=O)NCc4ccccc4)CC3)CN2C1=O (stereo not given) | -16.9%
Cc1ccc(S(=O)(=O)n2nc(C)c(S(=O)(=O)N3CCCCCC3)c2C)cc1 | 30.2%[activator]
Cc1ccc(-n2cc(C(=O)OCc3ccc(F)c(F)c3)c3ccccc3c2=O)cc1 | -0.4%
O=C(Cc1cccc(C(F)(F)F)c1)N1CCCc2ncc(C(=O)N3CCCC[C@@H]3Cc3ccccc3)cc21 | 11.2µM*
CC(=O)N1CCCC2(COc3ccccc3S(=O)(=O)N2)C1 (stereo not given) | 26.7%
Cn1nccc1C(=O)NCC1Cn2cccc2CN1Cc1ccccc1 (stereo not given) | -8.3%
O=C(CSc1cn(CCNC(=O)c2c(F)cccc2F)c2ccccc12)Nc1ccc(F)cc1 | ?
COCc1cc(=O)n(CC(=O)Nc2cc(OC)ccc2OC)c(N2CCOCC2)n1 | ?
COc1ccc(C(=O)Nc2ccc([C@H]3OCC(=O)N(CCN)[C@@H]3CO)cc2)cc1 | ?
O=C1NC(C(=O)NCc2cccs2)Cn2cccc21 (stereo not given) | -20.4%
COc1cc(Cl)cc(CN2CCC3(CCCNC3)C2)c1OC (stereo not given) | 8.91µM*
Cc1ccccc1[C@H]1C[C@@H](O)[C@@H](O)[C@@H]1NC(=O)c1ccc(C(F)(F)F)cc1 | i
COc1ccc(C(=O)N2CCc3ccc(C(=O)NCC(C)C)cc32)cc1 | -10.3%
Cc1ccn(CC(=O)N2CC(F)(F)C[C@H]2c2nc(C3CC3)no2)n1 | 22.6%
CSCc1nc(CNc2nc(C3CCCC3)nc3c2cnn3C)cs1 | ?
O=C1CN(C(=O)CCC(=O)N2CCCC(Cc3nncn3-c3ccccc3)C2)c2ccccc2N1 (stereo not given) | ?
Cc1cc(C)c2nc(N(Cc3cccnc3)C(=O)CCOc3ccccc3)sc2c1 | ?
O=C(NCc1cccs1)C1CCN(C(=O)N2CCOc3ccc(Cl)cc32)CC1 | -29.1%
O=C([C@@H]1C[C@H](F)CN1S(=O)(=O)c1ccc(F)cc1)N1CCCCC1 | -5.4%
CCOc1ccc(-n2c(SCC(=O)NCC3CCCO3)nc3c([nH]c4ccccc43)c2=O)cc1 (stereo not given) | 0.7%
O=C(NCCc1ccccc1)c1ccc2c(c1)CCN2S(=O)(=O)c1ccc(Cl)cc1 | ?
O=C(NC1CC1)[C@@H]1C[C@H](Oc2ccccc2)CN1C(=O)c1cccnc1 | 14.7%
CCN(Cc1noc(C2CCC2)n1)C(=O)c1cc(S(N)(=O)=O)ccc1F | -9.4%
CC1CCc2c(cc(-c3ccccc3)n2-c2ccc(C(=O)NC(C)C)cc2)C1 (stereo not given) | i
CSc1ccc(-c2ccc(=O)n3c2[C@@H]2C[C@@H](CN(S(C)(=O)=O)C2)C3)cc1 | -14.4%[44.1 µM]
O=C(O)COCC(=O)N[C@H]1CCN2C(=O)c3cc(-c4cccs4)ccc3NC(=O)[C@H]12 | -2.4%[44.1 µM]

Screening data as filed in PubChem BioAssay.
